High-throughput results: PubChem, Broad Institute
SIRT5 inh: blocks human SIRT5 desuccinylation of peptide. Q9NXA8. Purified SirT5, succinyl-peptide AMC, trypsin-coupled fluorescence. inhibition, % at 15 µM. 330,000 compounds, 1.1% hits. AID 652115; in the data active = inhibition above about 15%; inconclusive = no clear call, values can overlap the other calls
LGR2 inh: blocks bursicon-induced cAMP signaling via Drosophila LGR2; AID 720647; 380,000 compounds, 0.35% hits; HEK293 LGR2, CRE-luciferase, bursicon-stimulated, 4 h; inhibition, % at 9.99 µM;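 active = drop in luminescence signal, shown as inhibition above about 50% in the replicate tests, limit read from the data, passing the limit was not always enough; inconclusive = probably only some replicates passing the limit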;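 note: agonist challenge used bursicon conditioned medium at about half maximal strength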
S100A4 inh HTS: S100A4-myosin IIA interaction inhibition. P26447. S100A4/TAMRA-MyoIIA peptide fluorescence polarization. inhibition, % at 10.7 µM. 360,000 compounds, 0.14% hits. AID 652163;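 active = mean inhibition of at least 70% across replicates, with every replicate also reaching that level; inconclusive = mean inhibition reaches 70% but some replicates fall short; inactive = mean inhibition below 70%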
Target sequence (P26447 whole entry, looked up): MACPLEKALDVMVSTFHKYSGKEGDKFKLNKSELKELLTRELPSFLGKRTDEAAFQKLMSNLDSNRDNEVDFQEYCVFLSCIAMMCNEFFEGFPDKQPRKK
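Test system: S100A4 monomer protein; Medium: HEPES pH 7.2 with CaCl2, KCl, NaCl, DTT, Triton; Probe or stimulus: TAMRA-labelled myosin IIA heavy-chain peptide probe, 5 nM; Doses: one dose per compound; Times: polarization read 5 min after assay mix addition, stable 5–60 min; Benchmarks: neutral control DMSO, positive control TFP.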
Cneo AK release: causes C. neoformans cell lysis. adenylate kinase release luminescence, 4 h; normalised: neutral wells 0, clomiphene wells 100. lysis activity, % at 15 µM. 360,000 compounds, 0.2% hits. AID 651654;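 active = mean lysis activity across replicates of at least 80%, whatever share of replicates individually reach that level; inactive = mean lysis activity below 80%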
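read-out = cell lysis signal | test system = log-phase Cryptococcus neoformans yeast cells | input = cells at 5 × 10^6 per mL | medium = fresh YPD growth medium | signal = luminescent adenylate kinase detection reagent | timing = 4 h at 37 °C static, read 1 h later | dosing = single dose | controls = Clomiphene as positive lysis control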
C2C12 statin: suppressors of simvastatin-induced myotoxicity in C2C12 myotubes; 330,000 compounds, 0.78% hits; AID 602340; rescue of ATP level, % at 7.49 µM; ATP luminescence, 48 h; scaled: DMSO 0, geranylgeraniol control 100;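 active = mean ATP rescue above about 67%, or every replicate alone reaching that limit, limit read from the data, passing the limit was not always enough; inconclusive = no clear call, values can overlap the other calls; inactive = mean under the limit and some replicate under it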;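 note: myotubes were challenged with 10 µM simvastatin during compound exposure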
ERAP1 HTS inh: inhibitors of human ERAP1 aminopeptidase; Q9NZ08; 340,000 compounds, 0.15% hits; recombinant ERAP1, Leu-AMC fluorescence, 60 min; inhibition, % at 10.7 µM;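 active = mean replicate inhibition of at least 30%, or all replicates individually reaching that 30% level; inactive = mean below 30% and not every replicate reaching it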;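 note: 0% = neutral control wells and 100% = L-leucinethiol positive control wells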
Target sequence (Q9NZ08 whole entry, looked up): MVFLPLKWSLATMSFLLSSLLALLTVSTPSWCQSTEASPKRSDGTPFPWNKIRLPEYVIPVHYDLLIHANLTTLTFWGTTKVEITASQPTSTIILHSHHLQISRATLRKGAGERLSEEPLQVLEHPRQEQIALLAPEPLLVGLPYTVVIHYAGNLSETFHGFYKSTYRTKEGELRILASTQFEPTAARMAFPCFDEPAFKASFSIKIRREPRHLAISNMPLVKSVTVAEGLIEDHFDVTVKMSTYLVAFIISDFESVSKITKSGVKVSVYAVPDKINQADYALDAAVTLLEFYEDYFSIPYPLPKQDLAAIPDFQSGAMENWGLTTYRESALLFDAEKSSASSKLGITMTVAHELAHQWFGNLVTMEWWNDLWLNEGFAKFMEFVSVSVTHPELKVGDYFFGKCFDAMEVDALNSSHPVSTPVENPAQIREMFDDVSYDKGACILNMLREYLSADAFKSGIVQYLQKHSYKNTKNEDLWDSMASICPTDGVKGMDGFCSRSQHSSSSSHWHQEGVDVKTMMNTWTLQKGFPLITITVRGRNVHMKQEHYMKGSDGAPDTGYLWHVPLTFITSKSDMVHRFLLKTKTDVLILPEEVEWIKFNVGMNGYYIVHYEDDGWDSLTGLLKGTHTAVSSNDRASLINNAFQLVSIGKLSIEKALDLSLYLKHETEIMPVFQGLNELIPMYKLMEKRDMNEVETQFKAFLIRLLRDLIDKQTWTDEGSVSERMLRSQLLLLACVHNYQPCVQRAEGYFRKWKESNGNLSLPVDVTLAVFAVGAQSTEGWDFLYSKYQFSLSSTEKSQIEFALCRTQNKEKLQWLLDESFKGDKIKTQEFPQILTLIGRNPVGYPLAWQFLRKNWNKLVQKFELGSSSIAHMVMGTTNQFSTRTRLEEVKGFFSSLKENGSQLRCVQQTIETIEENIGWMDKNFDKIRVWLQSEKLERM
PGC1a acetyl inh: modulators of PGC1a acetylation; U2OS PGC1a acetylation, AlphaScreen anti-acetyl-lysine; with virally co-expressed GCN5 acetyltransferase; inhibition, % at 15.6 µM; 350,000 compounds, 0.17% hits; AID 651687;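 active = every replicate shows inhibition of at least 40%; inconclusive = mean inhibition at least 40% but some replicate below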;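 note: 0% = neutral control wells and 100% = positive control wells; some results beyond the cut were filed as inactive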
XiGFP reactiv: activators of X-chromosome reactivation in mouse fibroblasts | 360,000 compounds, 0.055% hits | XiGFP mouse fibroblasts, % GFP-positive cells imaging, 3 d; cells co-treated with 5-aza-dC sensitizer; scaled so ellipticine positive control = 100% | activation, % at 7.58 µM;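 active = mean normalized replicate activation at least 10% and every replicate at or above 10%; inconclusive = only one of the two criteria met; inactive = mean below 10% and not all replicates reach 10%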;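 note: 0% = median of on-plate neutral control wells and 100% = ellipticine 6 µM median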
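System: 68-5-11 XiGFP fibroblast line; Timing: 3 days compound exposure; Compound dosing: one concentration, pinned; Benchmarks: positive control ellipticine, 6 µM final; Buffer or medium: DMEM containing 5-aza-dC.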
An asterisk follows results filed as active; ? = inconclusive; / = not tested or not shown.

Preview, 2 compounds:
Structure,XiGFP reactiv,LGR2 inh,SIRT5 inh,Cneo AK release,ERAP1 HTS inh,PGC1a acetyl inh,S100A4 inh HTS,C2C12 statin
O=C(Cc1ccccc1)NC1(Cc2ccc(O)cc2)CCCCC1,0.1,/,-3,7,-2,18,4,2
COc1ccc(C(=O)c2[nH]c(N)c(C(=O)NCCc3c[nH]c4ccccc34)c2-c2ccccc2C(F)(F)F)cc1,-0.1,22,/,/,1,/,-1,/

Results, from the first entry:
Structure,XiGFP reactiv,LGR2 inh,SIRT5 inh,Cneo AK release,ERAP1 HTS inh,PGC1a acetyl inh,S100A4 inh HTS,C2C12 statin
O=C(Cc1ccccc1)NC1(Cc2ccc(O)cc2)CCCCC1,0.1,/,-3,7,-2,18,4,2
COc1ccc(C(=O)c2[nH]c(N)c(C(=O)NCCc3c[nH]c4ccccc34)c2-c2ccccc2C(F)(F)F)cc1,-0.1,22,/,/,1,/,-1,/
CCCn1c(=S)[nH]c2cc(C(=O)NCC3CCCO3)ccc2c1=O (stereo unspecified),-0.1,-19,-1,0,2,-6,14,-5
CC(C)C(NC(=O)c1ccccc1Cl)C(=O)OCc1nc2scc(-c3ccccc3Cl)c2c(=O)[nH]1 (stereo unspecified),0.0,/,-1,/,4,/,-5,/
CCOC(=O)C1(NC(=O)C2(NC(=O)CN3C(=O)c4ccccc4C3=O)CCCC2)CCCC1,-0.1,2,-3,0,-1,/,-3,6
CN1CCCCC(NC(=O)CCCl)C1=O (stereo unspecified),0.3,-5,/,/,-1,/,10,/
CC(C)(C)C(=O)NC(=S)Nc1cc(C(=O)O)ccc1Cl,/,-5,/,19,/,-14,/,8
O=C(c1cncc(Br)c1)N1CCN(c2ccc(N3CCOCC3)nn2)CC1,0.0,-8,6,-2,8,-2,3,-11
Cc1cc(-c2nn3c(-c4ccccc4)nnc3s2)c2ccccc2n1,/,-14,/,5,/,-5,/,55
COc1ccc(Cc2nc3ccccc3[nH]c2=O)cc1,0.0,-26,-1,-3,1,0,-5,-6

Structure,XiGFP reactiv,LGR2 inh,SIRT5 inh,Cneo AK release,ERAP1 HTS inh,PGC1a acetyl inh,S100A4 inh HTS,C2C12 statin
O=C(C[C@H]1CC[C@@H]2[C@H](COC[C@@H](O)CN2C(=O)c2ccc(F)cc2)O1)Nc1ccc(-c2ccccc2)cc1,0.1,7,/,-3,1,-1,-25,11
Cc1cccc(C)c1NC(=O)C1(N(Cc2ccco2)C(=O)Cn2nnnc2N)CCCCC1,0.0,2,-3,/,-2,/,-4,/
CC[C@]1(C(=O)OC)[C@H]2C(=O)N(Cc3ccccc3)C(=O)[C@H]2[C@H]2CN=C(SCc3ccccc3)N21,0.1,6,-2,-2,0,-4,3,-5
CCCc1cn(CC[C@H]2CC[C@@H](NS(=O)(=O)c3ccc(-c4ccccc4)cc3)[C@@H](CO)O2)nn1,-0.5,-19,4,1,0,-1,12,12
O=c1n2c(c(O)n1C1CCCCC1)C(c1ccccc1)=Nc1ccccc1C2,0.0,/,-1,-14,1,-15,-3,6
Cc1ccc(NC(=O)CN(C)C(=O)CSc2nnc(C)s2)cc1,0.0,17,-1,1,1,12,-3,0
Cc1ccc(C(=O)OCC(=O)NCc2ccc(F)cc2)o1,0.1,-5,-2,1,-2,1,-2,2
CCCC(=O)Nc1ccc(C(=O)NN=C(C2CC2)C2CC2)cc1,0.1,-8,-5,-5,-1,-4,3,1
CC1SCC(NC(=O)c2ccccc2Cl)CS1 (stereo unspecified),0.0,/,-3,9,/,1,5,/
Cc1ccc(N2C(=O)N(CC(=O)N3CCCc4ccccc43)C(=O)C2C)cc1 (stereo unspecified),/,9,-4,-1,2,-9,-5,3

Structure,XiGFP reactiv,LGR2 inh,SIRT5 inh,Cneo AK release,ERAP1 HTS inh,PGC1a acetyl inh,S100A4 inh HTS,C2C12 statin
Cn1cnnc1-c1cccc(NC(=O)c2cc(F)c(F)cc2Cl)c1,0.2,-1,-2,-1,1,-2,3,-6
Cc1cc(C)c2cc(CNC3CCCC3)c(Cl)nc2c1,0.5,11,-7,/,1,0,2,/
COC(=O)C[C@H]1CC[C@@H]2[C@@H](COc3ccc(NC(=O)Nc4cccc(Cl)c4)cc3C(=O)N2C)O1,0.2,31,-2,-8,1,2,-10,12
Cc1nc(SC(C)C(=O)NC2CCCCC2C)c2c(C)c(C)sc2n1 (stereo unspecified),-0.1,14,-2,0,1,/,-4,8
Cc1ccccc1NC(=O)COc1coc(CN2CCN(c3ccccc3)CC2)cc1=O,0.0,10,-1,-6,0,7,3,14
CC1(C)CC(=O)C2=C(C1)Nc1ccccc1NC2c1cccs1 (stereo unspecified),0.3,-5,-23,/,-4,8,-31,/
CCOc1ccc(CCNC(=O)CCc2nnc3ccc(N4CCCC4)nn23)cc1OCC,0.3,-7,/,0,0,6,21,7
CC(C)(C)NC(=O)c1ccc2c3c(cccc13)CC2,0.2,-3,-7,/,-4,-3,10,-4
CCCCOc1ccc(/C(O)=C(\C#N)c2nc3ccccc3[nH]2)cc1,0.0,15,-2,-5,1,0,-7,-6
COc1ccc(O)c(/C=N/NC(=O)CN2CCS(=O)(=O)CC2)c1,0.3,10,-6,-4,5,3,-4,-7

Structure,XiGFP reactiv,LGR2 inh,SIRT5 inh,Cneo AK release,ERAP1 HTS inh,PGC1a acetyl inh,S100A4 inh HTS,C2C12 statin
C=CCNC(=O)c1ccc2nccnc2c1,/,0,/,0,0,-6,-3,5
Oc1ccccc1/C=N/N1CCN(c2ccccn2)CC1,-0.1,-73,-5,/,0,-10,0,-16
COc1cccc(-c2ccc([C@H]3[C@H]4CN(S(=O)(=O)c5cccs5)CCCCN4[C@H]3CO)cc2)c1,0.2,-1,9,3,1,-10,9,-8
O=C(NCCN1C(=O)S/C(=C/c2cccnc2)C1=O)c1ccc(S(=O)(=O)N2CCCC2)cc1,0.1,33,-1,/,0,/,9,/
CCOc1ccc(S(=O)(=O)N2CCN(S(=O)(=O)c3ccc(C(C)=O)cc3)CC2)cc1,0.4,-4,/,2,0,/,0,4
O=C(C1CCCN(S(=O)(=O)c2cnc[nH]2)C1)N(CCc1ccccc1)Cc1ccccc1 (stereo unspecified),0.2,-9,/,1,/,-5,-2,8
COc1ccc2oc(C(=O)NCc3cc(OC)c(OC)cc3OC)c(C)c2c1,0.2,14,1,0,-2,/,-4,-8
O=C(O)c1cnn2c(-c3ccc(F)cc3)ccnc12,0.0,/,-1,/,0,8,-2,/
CN(C)C(=O)c1ccc(-c2ccc([C@H]3[C@H](CO)N4C(=O)CN(C(=O)C5CCC5)C[C@@H]34)cc2)cc1,-0.1,-7,-3,/,0,0,15,/
COc1cc(-c2cc3nc(NCc4ccco4)ccn3n2)cc(OC)c1OC,0.1,12,/,-2,0,0,8,11

Structure,XiGFP reactiv,LGR2 inh,SIRT5 inh,Cneo AK release,ERAP1 HTS inh,PGC1a acetyl inh,S100A4 inh HTS,C2C12 statin
CSCCC(NC(=O)COc1ccccc1)C(=O)N1CCC(C(N)=O)CC1 (stereo unspecified),1.5,2,-1,-2,0,0,-2,-6
COc1ccc(S(=O)(=O)N(C)c2ccc(OC(=O)C(C)Oc3ccc(F)cc3)cc2)cc1 (stereo unspecified),0.0,13,-3,13,1,/,-7,7
O=C(c1[nH]ncc1[N+](=O)[O-])N1CCOCC1,0.0,19,-5,5,4,10,-3,/
COc1ccc(C(=O)NC2CCN(C(=S)NCc3ccco3)CC2)cc1,/,3,0,1,1,13,0,5
COc1ccc(NC(=O)N(C)C[C@H]2Oc3ncc(C4=CCCC4)cc3C(=O)N([C@H](C)CO)C[C@@H]2C)cc1,-0.7,-9,-3,4,-1,-7,-30,/
CCC(=O)N(C)C[C@@H]1Oc2cc(C3=CCCCC3)ccc2S(=O)(=O)N([C@H](C)CO)C[C@@H]1C,-0.7,-3,/,/,/,-14,/,8
COc1ccccc1CNC(=O)c1cc(-c2ccc(F)cc2C)n[nH]1,0.3,9,/,-3,-1,-33,-6,3
Cc1noc(C)c1NC(=O)N(C)C[C@@H]1Oc2c(NS(=O)(=O)c3ccc(Cl)cc3)cccc2C(=O)N([C@@H](C)CO)C[C@@H]1C,-0.6,11,4,-1,0,-2,10,/
Cc1nnc(SCC(=O)c2ccccc2F)n1Cc1ccccc1,0.0,-6,-2,/,3,-3,-6,/
CNC[C@H]1Oc2cc(Br)ccc2S(=O)(=O)N([C@H](C)CO)C[C@@H]1C,0.2,/,13,-1,-2,-3,-14,-2

Structure,XiGFP reactiv,LGR2 inh,SIRT5 inh,Cneo AK release,ERAP1 HTS inh,PGC1a acetyl inh,S100A4 inh HTS,C2C12 statin
O=C1c2oc3ccc(Cl)cc3c(=O)c2C(c2ccccn2)N1CCCN1CCOCC1 (stereo unspecified),0.0,4,6,/,6,/,1,/
O=C(NCC[C@@H]1CC[C@H](NS(=O)(=O)Cc2ccccc2)[C@H](CO)O1)C1CCC1,-0.6,3,/,-16,/,?,/,7
COC(=O)c1cccc(NC(=S)Nc2ccc(Cl)c(Cl)c2)c1,0.1,-12,1,-4,-3,4,-1,/
CCCN(C)C[C@H]1OCCCC[C@H](C)Oc2ccc(NS(=O)(=O)c3c(C)noc3C)cc2C(=O)N([C@@H](C)CO)C[C@@H]1C,0.1,0,1,3,0,14,3,/
C[C@@H]1CN([C@H](C)CO)C(=O)Cc2cc(NC(=O)C3CC3)ccc2O[C@H]1CN(C)Cc1ccccc1,-0.4,-21,-7,-4,-3,/,-18,5
Cc1cccc(NS(=O)(=O)c2cnc(Cl)c(Br)c2)n1,-0.1,15,/,4,/,8,/,/
O=C(Cc1ccncc1)N1C[C@@H]2N[C@H](C1)C2c1ccc(-c2ccccc2)cc1 (stereo partly specified),0.1,-12,2,/,0,-5,3,/
[O-]/C(=C(\C(=S)Nc1ccccc1F)[n+]1ccccc1)c1ccc(OC(F)F)cc1,1.0,-14,-1,-3,/,-18,-4,/
Cc1cc(=O)oc2c(CN3CCN(CCO)CC3)c(O)ccc12,0.0,/,-130,5,40*,/,1,6
CCOC(=O)c1sc(N2C(=O)C(O)=C(C(=O)c3ccc(C)o3)C2c2cccc([N+](=O)[O-])c2)nc1C (stereo unspecified),0.0,4,2,-3,2,/,2,2
COC(=O)CSc1nc2sc3c(c2c(=O)[nH]1)CCC3,0.5,6,-2,/,-2,-1,-3,14

Only part of the results is shown. The share of hits here may be higher or lower than overall.
